Source: PubChem
OX1R antag-1: antagonists of human orexin 1 receptor (OX1R) | actives 1.8% (n = 330,000) | inhibition, % at 6.6 µM | Orexin/Hypocretin receptor type 1 (Homo sapiens), O43613 | OX1R-expressing cells, FRET antagonist read-out | AID 485270, 2010; in the data active = inhibition mostly above about 38%, no sharp cut-off; inactive = mostly below about 40%;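 also: 0% = agonist challenge alone and 100% = reference antagonist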
Target sequence (O43613 whole entry, looked up): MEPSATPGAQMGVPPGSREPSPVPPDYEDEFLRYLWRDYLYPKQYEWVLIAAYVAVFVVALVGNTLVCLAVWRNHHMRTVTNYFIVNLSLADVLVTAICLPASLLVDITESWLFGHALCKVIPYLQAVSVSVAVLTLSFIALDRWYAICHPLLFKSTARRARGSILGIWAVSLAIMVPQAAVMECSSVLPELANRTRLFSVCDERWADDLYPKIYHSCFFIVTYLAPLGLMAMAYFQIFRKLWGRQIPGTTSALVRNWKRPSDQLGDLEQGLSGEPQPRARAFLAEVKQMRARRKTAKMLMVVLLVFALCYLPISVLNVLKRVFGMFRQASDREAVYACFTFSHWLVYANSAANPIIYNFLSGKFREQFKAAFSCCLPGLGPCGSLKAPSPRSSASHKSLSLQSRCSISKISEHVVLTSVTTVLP
OX1R antag-2: OX1R (HCRTR1) antagonists, primary screen, fluorescence, CHO/OX1R cells, Fluo-8 calcium, orexin A. Orexin/Hypocretin receptor type 1 (Homo sapiens), O43613. Fluo-8 calcium fluorescence. inhibition, % at 5 µM. actives 0.43% (n = 330,000). AID 434989, 2010;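 active = inhibition above its plate's threshold, mean inhibition of all tested compounds on the plate plus 3 SD, cut at about 37% in these data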;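 also: 0% = orexin A challenge wells and 100% = SB-334867-A antagonist wells; not every result past the cut was called active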
* hit, by the source's call.

cpd	SMILES	OX1R antag-1	OX1R antag-2
1	O=C(CSc1nnnn1-c1ccc(F)cc1)Nc1nc2ccccc2s1	20	-22
2	COC(=O)COc1cccc2c(=O)n(CC(=O)NCCc3ccccc3)ccc12	9	-12
3	CCS(=O)(=O)N1CCC(C(=O)Nc2cccc(C(C)=O)c2)CC1	8	21
4	CC1CCCC(NC(=O)COC(=O)COc2ccc(C#N)cc2)C1C (stereo unspecified)	14	4
5	CCOC(=O)C(Cc1ccccc1)NC(=O)CCc1nnc2ccc(N3CCCC3)nn12 (stereo unspecified)	16	-4
6	O=C(Nc1ccnn1C1CCN(Cc2cc(Cl)ccc2O)CC1)c1cccnc1	9	-22
7	O=C(NC1CCCCC1)C1CCCN(S(=O)(=O)c2cccs2)C1 (stereo unspecified)	12	-12
8	COc1ccc(N2C(=O)CCC2(C#N)c2ccc(OC)cc2)cc1 (stereo unspecified)	4	1
9	Cc1nnc2ccc(N3CCC4(CC3)OCCO4)nn12	13	-6
10	CCNC(=S)N1CCN(CC)CC1	17	-10
11	Cc1nc(SCc2ccccc2F)c2cnn(-c3ccccc3)c2n1	19	-9
12	N#Cc1ccc(OCC(=O)N/N=C2\CCc3ccccc32)cc1	17	-13
13	CC(O)(CS(=O)(=O)Cc1ccccc1)C(=O)Nc1ccc(C(F)(F)F)cc1 (stereo unspecified)	17	-19
14	COc1ccc(/C=N/N(C)C2=NS(=O)(=O)c3ccccc32)cc1	7	9
15	Cc1cc(Cl)ccc1OCCCC(=O)NNC(=O)c1ccncc1	5	-10
16	CCOc1ccc(S(=O)(=O)N2CCCC(C(=O)NC3CCCC3)C2)cc1 (stereo unspecified)	-4	3
17	c1n[nH]c(NCc2ccc3c(c2)OCO3)n1	8	1
18	CCN(C(=O)CSc1nc(C)c(C)c(C)n1)C1CCS(=O)(=O)C1 (stereo unspecified)	11	9
19	O=C(CSc1nc(O)cc(=O)[nH]1)N1CCOCC1	-2	4
20	Cc1cccc(NC(=O)c2cc([N+](=O)[O-])ccc2N2CCN(C)CC2)c1	38	-5
21	COc1cc(/C=N/N(C)C2=NS(=O)(=O)c3ccccc32)cc(OC)c1OC	15	-46
22	CC(C)C(=O)Nc1ccc(NC(=O)c2cccs2)cn1	23	-6
23	CCOC1(/N=C(\C)NS(=O)(=O)c2ccc(Cl)cc2)C(C)=CC(=O)C=C1C	19	-6
24	CCC(C)c1ccc(NC(=O)N2CCN(C(=O)C3CCCO3)CC2)cc1 (stereo unspecified)	4	-1
25	Cc1ccc(C(=O)OC(C)C(=O)N(C)C2CCCCC2)cc1S(=O)(=O)N1CCCCC1 (stereo unspecified)	8	0
26	O=C(Nc1ccc(-n2ccc(C(F)(F)F)n2)cc1)c1cccs1	40	-13
27	COC(=O)c1sccc1NC(=O)CC1C(=O)NCCN1C(=O)c1ccc(F)cc1 (stereo unspecified)	-8	0
28	CCc1ccc(NC(=O)CSc2nc3ccccc3nc2N2CCCCC2)cc1	7	-24
29	CC(=O)NCc1ccc(S(=O)(=O)N2CCCN(C)CC2)cc1	1	-28
30	Brc1ccc2cccnc2c1	-3	0
31	CCC(C)(C)NC(=O)c1ccc2c(c1)N(CC(=O)N1CCCC1)C(=O)C(C)(C)O2	8	-20
32	CC1CCc2c(sc(NC(=O)c3nc4ncccn4n3)c2C#N)C1 (stereo unspecified)	14	-5
33	CC12CCC(C(=O)O)(c3nc4cc([N+](=O)[O-])ccc4nc31)C2(C)C (stereo unspecified)	62	0
34	COc1cccc(C2NC(C)(C(=O)O)C3C(=O)N(C(C)C)C(=O)C23)c1O (stereo unspecified)	7	0
35	O=C1CC(NNC(=O)c2cccc(F)c2)C(=O)N1 (stereo unspecified)	2	-2
36	c1ccc(C2CNCCc3ccccc32)cc1 (stereo unspecified)	0	-16
37	CCCCOc1cccc(C2/C(=C(\O)c3ccc4c(c3)OCCO4)C(=O)C(=O)N2CCN2CCOCC2)c1 (stereo unspecified)	-4	-4
38	COc1ccc(N2CCN(C(=S)Nc3cccc(OC)c3)CC2)cc1	13	-15
39	COC(=O)c1sccc1NC(=S)OC	19	-5
40	CCOC(=O)c1sc(=NC(=O)C2CC2)n(C)c1C	9	-16
41	COc1cccc(/C=N/Nc2nc(Nc3ccccc3)nc(-n3nc(C)cc3C)n2)c1O	59	22
42	CCN(CC)CCOC(=O)c1c(C)oc2ccc(OC)cc12	9	5
43	COC(=O)c1ccc(NC(=O)NC2CCCCC2)cc1	7	-5
44	Cc1sc2nc(C(C)C)nc(SCC(=O)NCc3ccco3)c2c1C	29	-22
45	COC(=O)c1cc(NC(=O)c2cc(C(C)(C)C)nn2Cc2cccc(C)c2)ccc1N1CCOCC1	1	-8
46	CCOC(=O)C(O)(C1C(=O)CC(C)(C)CC1=O)C(F)(F)F (stereo unspecified)	14	-14
47	COc1ccccc1N1CCNC(C)C1=O (stereo unspecified)	13	-3
48	c1cc(-c2cc3cc4c(cc3cn2)OCO4)cs1	70*	20
49	O=C(O)CCN1C(=O)C(=C2CCCCCC2)SC1=S	29	8
50	Cc1cc(C)nc(Nc2cc([N+](=O)[O-])ccc2C)n1	17	0
51	Cc1ccc(S(=O)(=O)NC(C)C(=O)Nc2ccc(C(N)=O)cc2)cc1 (stereo unspecified)	14	-5
52	O=C(C[n+]1ccc(/C=C/c2ccccc2)cc1)c1ccc2c(c1)OCCO2	23	-18
53	CSc1nnc(C(C)(C)C)c(=O)n1/N=C/c1ccc(Cl)cc1	13	-25
54	C#CCn1cc(/C=N/NC(=O)c2cc3ccccc3o2)c2ccccc21	72*	-1
55	CC(C)NS(=O)(=O)c1ccc(Oc2ncc(C(F)(F)F)cc2Cl)cc1	8	-16
56	CC1=CC(c2ccccc2)n2nnnc2N1 (stereo unspecified)	1	-12

The last four compounds of the section before lead into the next:
cpd	SMILES	OX1R antag-1	OX1R antag-2
53	CSc1nnc(C(C)(C)C)c(=O)n1/N=C/c1ccc(Cl)cc1	13	-25
54	C#CCn1cc(/C=N/NC(=O)c2cc3ccccc3o2)c2ccccc21	72*	-1
55	CC(C)NS(=O)(=O)c1ccc(Oc2ncc(C(F)(F)F)cc2Cl)cc1	8	-16
56	CC1=CC(c2ccccc2)n2nnnc2N1 (stereo unspecified)	1	-12
57	Cc1ccc(C2=NN=C(NC(=O)CSc3nncn3C)SC2)cc1	11	-5
58	Oc1ccc(N=Nc2n[nH]c(-c3ccc(Br)cc3)n2)cc1	16	-7
59	O=C(O)c1cccc(NC(=S)N/N=C/c2ccccc2OCc2ccc(Br)cc2)c1	50	16
60	Cc1cc(-c2nc(C)c(-c3nnc(SCC(=O)Nc4ccc(Cl)cc4)n3C)s2)no1	3	4
61	COc1ccc(N2C(=O)C(CC(=O)Nc3ccc(Cl)cc3)N(NC(=O)c3cccc(F)c3)C2=S)cc1 (stereo unspecified)	2	-13
62	C[C@H](NC(=O)c1nc[nH]c1C(=O)N(C)Cc1ccccc1)c1ccccc1	9	-22
63	COc1ccc(N(CC(=O)NC(C)(C)C)C(=O)CCC(=O)Nc2nccs2)c(OC)c1	10	-27
64	Cc1ccc2c(c1)c1c(n2CC(O)CNC(CO)(CO)CO)CCCC1 (stereo unspecified)	11	8
65	CCOC(=O)N1CCN(c2ncnc3c2[nH]c2ccc(OC)cc23)CC1	12	-17
66	O=c1cc(N2CCCCC2)c(-c2ccccc2)nn1Cc1ccccc1Cl	12	1
67	COc1ccc(-c2cc(C(=O)Nc3ccc(C)c(C)c3)no2)cc1	3	-13
68	CCC1CCCCN1C(=O)CCCOc1ccccc1 (stereo unspecified)	5	-18
69	COc1ccc(C2c3[nH]c4ccccc4c3CCN2Cc2ccoc2)c(F)c1 (stereo unspecified)	17	-22
70	CCCNC(=O)c1oc2ccc3c(c2c1C)C(=O)CC(C)(C)O3	14	-20
71	COCCN(C(=O)CSc1n[nH]c(-c2ccccc2)n1)c1c(N)n(Cc2ccccc2)c(=O)[nH]c1=O	18	-19
72	COC(=O)c1cccc(NS(=O)(=O)c2cccs2)c1C	18	-3
73	Nc1ccc(C(=O)c2cccs2)cc1	5	-4
74	O=S(=O)(c1cccc(Cl)c1)N1CCCC1	7	20
75	Cc1ccc(C(=O)N(CC(=O)NC2CCCC2)c2ccccc2Cl)s1	15	-16
76	Cc1ccc(C=Nc2ccccc2C(N)=O)o1	15	-2
77	CCOC(=O)N1CCN(C(=O)CSC2=NS(=O)(=O)c3cc(Cl)ccc3N2)CC1	11	7
78	CCNC(=O)c1ccccc1-c1nc(-c2ccccc2Cl)no1	17	-17
79	CC1(NC(=O)c2ccccc2)CCN(CCCc2ccccc2)C1=O (stereo unspecified)	11	-14
80	Clc1ccc(-c2cn3c(n2)-c2ccccc2C3)cc1Cl	51*	-9
81	COc1ccc(CSCC(=O)N/N=C/c2ccccc2OCc2ccccc2)cc1	9	-14
82	O=C(c1ccc(OC2CCN(CCCc3ccccc3)CC2)cc1)N1CCCC1	4	-25
83	O=C(c1cc(C2CC2)nn1-c1ccccc1)N1CCN(c2ccccc2O)CC1	22	-3
84	CCn1cc(C2=NOC(C(=O)Nc3ccc4c(c3)OCO4)C2)c(C)n1 (stereo unspecified)	5	-7
85	CCN(CC)C(=O)CSc1nc2ccccc2c(=O)n1CC	9	-25
86	Nc1nc(SCC(=O)Nc2ccc([N+](=O)[O-])cc2)[nH]c(=O)c1NC(=O)c1ccc(Br)cc1	5	3
87	Cc1cc(C)n(C(C)CNS(=O)(=O)c2ccc(C)c(C)c2)n1 (stereo unspecified)	8	-15
88	O=C(CCCOc1cccc(Br)c1)NCCOc1ccccc1	21	-7
89	O=C(NNC(=O)c1cccs1)c1ccc(Br)o1	8	0
90	C=CCN(CC=C)C(=S)NC(=O)c1ccc(-c2ccccc2)cc1	45	-19
91	COc1cc(C2C(C(C)=O)=C(O)C(=O)N2c2ccc(C)cc2)ccc1O (stereo unspecified)	28	-3
92	CCOC(=O)c1cccc(NC(=O)c2cc(C)nn2-c2ccccc2)c1	8	-29
93	Cc1cc(Cl)c2oc(C(=O)N3CCCCC3CCN3CCCC3=O)c(C)c2c1 (stereo unspecified)	32	-20
94	Cc1cc(Cl)ccc1OCC(=O)OC(C)C(=O)N(C)C (stereo unspecified)	21	-16
95	C/C=C\C(=O)Nc1cccc(C2=NOC3(C2)C[C@@H](C(N)=O)N(C(=O)CCCCC)C3)c1 (stereo partly specified)	24	-8
96	O=C(COC(=O)c1ccccc1NCCO)Nc1cccc(S(=O)(=O)NC2=NCCCCC2)c1	19	-11
97	CCOC(=O)c1sc2nc(C)nc(NC3CCC(O)CC3)c2c1C (stereo unspecified)	12	-16
98	Cc1cccc(NC(=O)c2cc(S(=O)(=O)N3CCc4ccccc43)cn2C)c1C	11	-23
99	Cc1ccnc(SCC(=O)Nc2oc(-c3ccccc3)c(-c3ccccc3)c2C#N)n1	51	-17
100	COc1cccc(-c2cc(C(=O)N3CCc4ccccc4C3)no2)c1	12	-32
101	Cc1ccccc1NC(=O)CSc1nnc(NC(=O)C2CC2)s1	14	-1
102	CCN(CC(=O)Nc1c(F)cccc1F)C(=O)c1cc(S(=O)(=O)N2CCOCC2)ccc1N1CCCC1	3	-17
103	COc1ccc2c(C(F)(F)F)cc(=O)oc2c1C	17	-10
104	O=C(CN1CCCCC1)Nc1cccc(-n2cnnn2)c1	18	-9
105	COc1ccc(C(=O)Nc2ccnn2C2CCN(Cc3ccccn3)CC2)cc1	-2	5
106	c1ccc(C2=Nn3c(nnc3-c3n[nH]c4c3CCC4)SC2)cc1	11	-20
107	NC(=O)c1c(NC(=O)c2ccco2)sc2c1CCC2	38	-12
108	Clc1ccccc1-c1nnc(-c2ccccc2Cl)o1	29	-23
109	O=C1/C(=C/c2cccs2)CCc2ccccc21	30	-31
110	COc1ccc(C(=O)Nc2ccccc2-c2nnn(CC(=O)NCc3ccco3)n2)cc1	18	-2
111	O=c1[nH]c2ccccc2nc1-c1c[nH]c2ccccc12	62*	22
112	Cc1ccc(C(C)C)c(OCCNS(C)(=O)=O)c1	9	-4

(more compounds)
cpd	SMILES	OX1R antag-1	OX1R antag-2
113	CCOc1ccc(CN(C)C(=O)c2cc(S(=O)(=O)N3CCCC3)ccc2C)cc1	0	-22
114	CN1C(=O)C(O)(CC(=O)/C=C/C=C/c2ccccc2)c2ccccc21 (stereo unspecified)	5	6
115	O=C(Nc1ccccc1)c1ccc(C(=O)Nc2ccccc2)nc1	4	-17
116	CCN(CC)C(=O)c1c(C)nc2ccccn12	8	-8
117	Cc1cc(NC(=O)CSc2nnnn2-c2ccccc2C)no1	2	-18

5 compounds picked at random from the list so far, as already listed:
cpd	SMILES	OX1R antag-1	OX1R antag-2
116	CCN(CC)C(=O)c1c(C)nc2ccccn12	8	-8
113	CCOc1ccc(CN(C)C(=O)c2cc(S(=O)(=O)N3CCCC3)ccc2C)cc1	0	-22
115	O=C(Nc1ccccc1)c1ccc(C(=O)Nc2ccccc2)nc1	4	-17
114	CN1C(=O)C(O)(CC(=O)/C=C/C=C/c2ccccc2)c2ccccc21 (stereo unspecified)	5	6
117	Cc1cc(NC(=O)CSc2nnnn2-c2ccccc2C)no1	2	-18
